thrombin 1536: thrombin (human) inhibition; P00734; alpha-thrombin, Boc-VPR-AMC fluorogenic substrate cleavage; inhibition, % at 5 µM; hit rate 0.26% among 220,000;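 active = inhibition at or above 40%; inactive = inhibition below 40%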;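 note: 0% = enzyme with no compound and 100% = wells without enzyme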
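Test system: human alpha-thrombin; medium: pH 7.5 Tris-saline with Tween 20; times: reaction at room temperature; signal: AMC fluorescence at 355 nm excitation and 460 nm emission; also added: Boc-VPR-AMC substrate, 15 µM final; dosing: one concentration per compound, 5 µM, with 0.2% DMSO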
KLK5 inh: kallikrein 5 (human) inhibition | recombinant hK5, fluorogenic AMC substrate cleavage | inhibition, % at 5 µM | hit rate 0.59% among 210,000;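 active = inhibition of 40% or more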;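 note: 0% = enzyme controls without compound and 100% = no-enzyme blanks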
Target sequence (Q9Y337 67-293 limits assumed): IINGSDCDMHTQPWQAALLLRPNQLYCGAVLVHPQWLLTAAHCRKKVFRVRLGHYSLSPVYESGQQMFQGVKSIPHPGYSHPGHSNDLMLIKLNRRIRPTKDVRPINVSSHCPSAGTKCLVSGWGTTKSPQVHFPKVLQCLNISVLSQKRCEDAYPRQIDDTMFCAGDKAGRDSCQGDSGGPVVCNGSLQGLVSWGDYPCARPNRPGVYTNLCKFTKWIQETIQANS
Runt-CBFb FRET: inhibitors of human RUNX1 Runt domain binding to CBFb | AID 1496 | Q01196+Q13951 | Cerulean-Runt/Venus-CBFb FRET ratio 530/480, 1 h | hit rate 0.46% among 220,000 | inhibition, % at 20 µM;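 active = inhibition over about 50% at 20 µM in the single-dose screen, limit read from the data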;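 note: 0% = DMSO wells and 100% = excess unlabeled CBFb competitor control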
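test system = Cerulean-Runt domain fusion protein, energy donor | probe or stimulus = Venus-CBFb binding partner, 100 nM | incubation = two 1 h room-temperature incubations shielded from light | detection = fluorescence energy transfer, 422 nm excitation, 530/480 nm emission | measure = loss of energy transfer signal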
14-3-3 Bad PPI: disrupts binding of bovine 14-3-3 zeta to phospho-Bad peptide; TR-FRET 14-3-3zeta/Dy647-pBad peptide displacement, 1 h; inhibition, % at 21.7 µM; hit rate 0.71% among 220,000;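 active = inhibition above about 70%, limit read from the data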;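 note: 0% = full 14-3-3 plus peptide FRET controls and 100% = background without 14-3-3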
FXIIa inh 1536: factor XIIa (human) inhibition | purified FXIIa, Boc-QGR-AMC fluorogenic substrate, 2 h | P00748 | hit rate 0.3% among 220,000 | inhibition, % at 5 µM; in the data active = inhibition above about 40%;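 note: 0% = enzyme with no compound and 100% = blank without enzyme; many of its hits are not listed in these tables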
Target sequence (P00748 20-372 limits assumed): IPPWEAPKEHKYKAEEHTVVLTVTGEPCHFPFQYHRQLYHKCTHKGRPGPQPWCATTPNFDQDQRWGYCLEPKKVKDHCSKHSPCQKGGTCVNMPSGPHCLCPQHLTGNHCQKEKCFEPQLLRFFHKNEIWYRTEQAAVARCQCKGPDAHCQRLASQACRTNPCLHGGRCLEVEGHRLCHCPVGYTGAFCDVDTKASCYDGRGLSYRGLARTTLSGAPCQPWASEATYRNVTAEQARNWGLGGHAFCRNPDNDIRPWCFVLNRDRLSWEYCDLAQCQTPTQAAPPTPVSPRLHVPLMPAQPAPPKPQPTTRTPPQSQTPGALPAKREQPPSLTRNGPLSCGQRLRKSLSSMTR
Target sequence (P00748 373-615 limits assumed): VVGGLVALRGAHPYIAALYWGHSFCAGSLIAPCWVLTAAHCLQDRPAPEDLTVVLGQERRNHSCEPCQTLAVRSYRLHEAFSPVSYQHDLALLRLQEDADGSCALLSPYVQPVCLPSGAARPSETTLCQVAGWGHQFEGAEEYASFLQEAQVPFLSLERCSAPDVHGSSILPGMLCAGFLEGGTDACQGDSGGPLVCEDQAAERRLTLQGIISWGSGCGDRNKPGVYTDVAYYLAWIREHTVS
FXIa inh: factor XIa (human) inhibition; P03951; purified FXIa, Boc-Glu-Ala-Arg-AMC fluorogenic substrate; inhibition, % at 5 µM; hit rate 0.14% among 220,000;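 active = inhibition of at least 40%; inactive = inhibition below 40%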;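 note: fluorescence of freed AMC excited at 355 nm; 0% = enzyme without compound and 100% = no enzyme blank; many of its hits are not listed in these tables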
Wee1 degr inh: blocks degradation of human Wee1 kinase; AID 1321; hit rate 1.2% among 220,000; reporter increase, % at 5 µM; HeLa Luc-Wee1K328M stability, luciferase luminescence; 100% = proteasome inhibitor MG132 effect;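 active = activation above the mean of all tested compounds plus 3 SD, set per screening run, cut at about 8.8% in these data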;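 note: cells exposed to compound for 20 h before luminescence read; 0% = DMSO alone and 100% = MG132 at 30 µM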
Runt-SMMHC FRET: Runt domain-CBFb-SMMHC interaction inhibition | hit rate 0.74% among 220,000 | Cerulean-Runt/Venus-CBFb-SMMHC FRET ratio 530/480, 1 h | Q01196+Q13951 | AID 1434 | inhibition, % at 20 µM;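 active = mean inhibition across duplicate retests at 20 µM reaching about 50%, limit read from the data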;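 note: 0% = DMSO wells and 100% = wells with excess untagged CBFb-SMMHC; inhibitors lower the FRET ratio by blocking Runt binding to CBFb-SMMHC; some results filed as inactive read as strong as hits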
Hck-Nef inh: blocks Nef-activated human Hck kinase; Recombinant Hck-YEEI plus Nef, Z-Lyte FRET kinase assay; P08631; inhibition, % at 20 µM; hit rate 0.68% among 220,000;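 active = Hck-Nef kinase inhibition above about 50%, limit read from the data; inactive = inhibition below that limit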;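 note: 0% = DMSO with Hck plus Nef and 100% = Hck alone without Nef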
An asterisk follows results filed as active; · = not tested or not shown; [ ] = remark or other dose.

SMILES	thrombin 1536	KLK5 inh	Runt-CBFb FRET	14-3-3 Bad PPI	FXIIa inh 1536	FXIa inh	Wee1 degr inh	Runt-SMMHC FRET	Hck-Nef inh
Cc1cc(C)n(-c2ccc(C(=O)N3CCc4ccccc43)cc2)n1	-1	5	1	4[fluorescence artefact?]	13	1	0	-2	1
CSc1ccccc1NC(=O)CN(C)CC(=O)Nc1ccc(Cl)cc1F	-1	-10	-3	-7	14	4	4	1	-1
CCCCN1C(=O)/C(=C2\SC(N3CCCCC3)=NC2=O)c2ccccc21	-8	3	9	-3[fluorescence artefact?]	37	12	2	5	2
Cc1nc2nc(CSc3nnc(C)s3)cc(=O)n2[nH]1	2	2	1	0	12	-2	-1	0	-4
COc1ccc(C(C(=O)NC(C)C)N(C(=O)CCC(=O)Nc2nccs2)c2ccccc2F)cc1 (stereo not given)	-5	2	0	-5	6	0	3	0	25
CCCCOc1ccc(C(=O)NC)cc1	-2	-9	2	1[fluorescence artefact?]	8	4	-1	1	8
CC(C)CC(=O)Nc1cccc(-c2nc3ccccc3[nH]2)c1	-5	-2	-1	-2	4	-4	-2	-2	21
Cc1ccc(NC(=O)C(=O)NN)cc1	-2	6	0	5	5	7	-1	0	6
Cn1ncc(Cl)c1C(=O)Nc1cc(C(F)(F)F)ccc1F	3	-7	-1	-10[fluorescence artefact?]	10	8	0	2	7
Cc1cccc(CCNS(=O)(=O)c2ccc(S(=O)(=O)NC3CCCC3)cc2)c1	-5	-2	0	·	-4	-6	-1	2	1
Cc1ccc2nc(SCC(=O)c3c[nH]c4ccccc34)[nH]c2c1	-3	-28	3	-7	-4	-7	2	-6	-4
Cc1ccc(-c2cccc(NC(=O)C3C4C=CC(C4)C3C(=O)O)c2)o1 (stereo not given)	-4	-6	17	-2	-9	2	0	8	10
COCc1[nH]nc2c1C(c1sccc1C)C(C#N)=C(N)O2 (stereo not given)	1	-7	1	1	12	2	-1	-2	0
COc1ccccc1CN(CC(=O)NCC1CCCO1)C(=O)CNS(=O)(=O)c1ccc(C)cc1 (stereo not given)	7	-9	0	-2	21	4	-1	-1	2
Cc1ccccc1N/N=C/c1ccc(N2CCOCC2)cc1	16	-23	0	40	-3	-13	6	2	0
O=C(CSc1nc2ccccc2c(=O)n1-c1ccc(F)c(Cl)c1)Nc1cccc(S(=O)(=O)N2CCOCC2)c1	0	-5	-1	-3	13	8	3	1	-33
Cn1ncc(C#N)c1/N=C/N1CCCC1	-11	-22	2	-5[fluorescence artefact?]	-8	-7	3	3	7
Cn1cnnc1Sc1ccc(C(=O)OCC(=O)Nc2ccccc2)cc1[N+](=O)[O-]	-13	-4	1	-4	15	-5	8	-2	-2
Cc1ccc(S(=O)(=O)N2CC=C(C(=O)NCc3ccccc3)CC2)cc1	-1	-13	3	12	8	3	0	4	1
Clc1ccc(Cl)c(OCc2cc(-c3ccccc3Cl)on2)c1	-2	5	0	-1	13	1	-3	-3	-2
CCOc1ccc(CC(=O)NCc2cn3c(C)csc3n2)cc1	-8	-10	3	6	6	-3	-2	3	0
COc1ccc(C2/C=C\CN(C(=O)C3CCCC3)[C@H](Cc3ccccc3)C(=O)N2Cc2ccc(F)cc2)cc1 (stereo not given in full)	2	-3	2	-5	8	1	·	-1	21
CCOc1nc(OCC)nc(N2CCC(C)CC2)n1	-1	2	0	2	7	-1	-3	-2	6
CCC(=O)NCCc1c[nH]c2ccccc12	0	7	-2	-7	12	6	-2	-3	-1
CCOC(=O)c1[nH]c2ccc(OC)cc2c1NC(=O)CN1CCc2ccccc2C1	4	-1	·	3	18	6	7	-3	-1

The results go on:
SMILES	thrombin 1536	KLK5 inh	Runt-CBFb FRET	14-3-3 Bad PPI	FXIIa inh 1536	FXIa inh	Wee1 degr inh	Runt-SMMHC FRET	Hck-Nef inh
Cc1cc(CNCc2c(C(=O)N3CCCCCCC3)nc3ccc(Cl)cn23)nn1C	-5	0	-1	-18	7	-2	-3	-1	24
O=C(O)c1cc(O)ccc1-c1ccc(O)cc1	3	5	-2	6	-18	-10	-4	2	0
O=C(O)C1CCCCC1C(=O)Nc1ccccn1 (stereo not given)	9	6	0	-2	22	15	-2	-1	0
CC1CCN(CC(O)COCCC23CC4CC(CC(C4)C2)C3)CC1 (stereo not given)	-13	-28	2	10[fluorescence artefact?]	-3	0	1	1	-14
COc1ccc(NC(=O)C2CC(c3cc(OC)c(OC)c(OC)c3)=NO2)cc1OC (stereo not given)	-2	-5	4	-1	8	-5	-4	2	4
CCOC(=O)c1nnc(-c2ccccc2)[nH]c1=O	-5	-7	-1	10	1	-3	-3	1	-4
CCCCC(c1nnnn1CCOC)N1CCN(c2cccc(OC)c2)CC1 (stereo not given)	1	6	0	21	14	5	1	1	-12
Cc1ccccc1Nc1nnc(SCc2nc3ccccc3c(=O)[nH]2)s1	-3	-21	5	-1	-8	-8	-1	0	-5
CCOc1ccccc1N1CCN(C(=S)NCc2ccc(Cl)cc2)CC1	-5	-5	0	-11	4	-2	2	4	-14
CCCn1nc(NC(=O)CC(C)C)c2cc3ccccc3nc21	4	-12	-4	35	4	1	-2	23	14
COc1ccc(/C=N/NC(=O)CSc2n[nH]c(=O)[nH]c2=O)cc1	-3	-7	2	11	10	0	-3	4	0
c1cnc2c(c1)ncc1cscc12	-7	-25	0	-8	2	-2	6	3	4
CC1CCN(CC(=O)Nc2cc(C(F)(F)F)ccc2Cl)CC1	2	-6	-2	-11[fluorescence artefact?]	19	25	0	0	5
Oc1nc(Nc2cccc(Cl)c2)sc1/C=C1\C=Nc2ccccc21	7	17	-27	-4[fluorescence artefact?]	5	14	5	-38	4
Fc1ccc(-c2[nH]ncc2CN(CC2CCC2)CC2CCCO2)c(F)c1 (stereo not given)	-5	2	5	-12	5	-2	3	-7	19
Cn1cccc1Cc1nnc(SCC(=O)NC2CCCC2)n1CCc1ccccc1	-4	-4	1	3[fluorescence artefact?]	1	-6	4	4	1
CCSc1nnc(NC(=O)CSc2nnc(C)c(=O)n2N)s1	-4	20	1	-5	3	0	1	-5	10
C/C(N)=C(/C#N)C(=O)COC(=O)CNS(=O)(=O)c1ccc(C)cc1	0	3	0	-8	12	1	5	-1	0
CC(=O)c1c(C)n(-c2ccccc2)c2ccc(O)cc12	-5	2	0	0	9	-6	-1	0	2
CC(C)(C)c1ccc(OC(=O)Nc2ccc(O)c(C(=O)O)c2)cc1	2	-3	2	-3	5	1	-3	-5	17
CC(C)(C)c1ccc(C2CC2C(=O)N/N=C\c2ccc[nH]2)cc1 (stereo not given)	-4	5	-23	-9	6	-1	-1	-41	17
CCc1ccccc1N1C(=O)C2CC=CCC2C1=O (stereo not given)	-11	8	-1	-11	1	-5	0	-6	-1
COCCNS(=O)(=O)c1ccc2c(c1)C(=O)c1cc(S(=O)(=O)NCCOC)ccc1-2	-3	-6	0	-9	5	-5	0	-7	1
CC(=O)Nc1ccc(S(=O)(=O)N(C)CC(=O)OCC(=O)NC(C)C23CC4CC(CC(C4)C2)C3)cc1 (stereo not given)	-5	-8	-8	1	-3	5	1	-2	1
CNC(=O)c1ccc(-n2cccn2)nc1	-4	0	-1	-7	9	1	0	0	11

Arranged by molecular weight (ascending): 4 of the compounds above.
SMILES	thrombin 1536	KLK5 inh	Runt-CBFb FRET	14-3-3 Bad PPI	FXIIa inh 1536	FXIa inh	Wee1 degr inh	Runt-SMMHC FRET	Hck-Nef inh
O=C(O)c1cc(O)ccc1-c1ccc(O)cc1	3	5	-2	6	-18	-10	-4	2	0
CC(=O)c1c(C)n(-c2ccccc2)c2ccc(O)cc12	-5	2	0	0	9	-6	-1	0	2
C/C(N)=C(/C#N)C(=O)COC(=O)CNS(=O)(=O)c1ccc(C)cc1	0	3	0	-8	12	1	5	-1	0
CCSc1nnc(NC(=O)CSc2nnc(C)c(=O)n2N)s1	-4	20	1	-5	3	0	1	-5	10

Reprinted at random: 4 records from the list
SMILES	thrombin 1536	KLK5 inh	Runt-CBFb FRET	14-3-3 Bad PPI	FXIIa inh 1536	FXIa inh	Wee1 degr inh	Runt-SMMHC FRET	Hck-Nef inh
CC(=O)Nc1ccc(S(=O)(=O)N(C)CC(=O)OCC(=O)NC(C)C23CC4CC(CC(C4)C2)C3)cc1 (stereo not given)	-5	-8	-8	1	-3	5	1	-2	1
c1cnc2c(c1)ncc1cscc12	-7	-25	0	-8	2	-2	6	3	4
Cn1cccc1Cc1nnc(SCC(=O)NC2CCCC2)n1CCc1ccccc1	-4	-4	1	3[fluorescence artefact?]	1	-6	4	4	1
CC1CCN(CC(=O)Nc2cc(C(F)(F)F)ccc2Cl)CC1	2	-6	-2	-11[fluorescence artefact?]	19	25	0	0	5

Carrying on:
SMILES	thrombin 1536	KLK5 inh	Runt-CBFb FRET	14-3-3 Bad PPI	FXIIa inh 1536	FXIa inh	Wee1 degr inh	Runt-SMMHC FRET	Hck-Nef inh
CCOC(=O)/C=C(C)\C=C\c1c[nH]c2ccccc12	-5	-1	2	2	2	-2	-3	-3	0
CCOC(CNC(=O)c1ccc2c(c1)nc(C)n2-c1cccc(F)c1)OCC	-1	-6	-5	3[fluorescence artefact?]	12	6	4	3	-1
Cc1nc2oc3ccccc3c(=O)c2c(=O)n1Cc1ccccc1	6	-17	0	14	13	4	4	2	2
O=C(CN1c2cccc3cccc(c23)S1(=O)=O)Nc1ccc(S(=O)(=O)N2CCOCC2)cc1	-1	3	2	5[fluorescence artefact?]	10	8	0	-8	21
COc1cc(OC)c(-c2nc3c[n+](CC(=O)c4ccccc4)ccc3n2C)cc1OC	7	7	-1	-5	14	9	-2	6	0
CCOC(=O)c1c(Cc2ccc(Cl)cc2)c[nH]c1C	-7	-9	-2	-10	-2	-5	1	-2	0
COc1ccccc1N1CCN(C2=Nc3cccc4cccc2c34)CC1	22	11	-17	-8	14	7	15*	-23	10
N#Cc1c(-c2ccccc2)cc(-c2ccccc2)nc1SCC(=O)NCC(=O)O	3	-6	12	5	10	-3	-3	2	6

4 entries already listed, ordered by their value in Runt-CBFb FRET, highest first:
SMILES	thrombin 1536	KLK5 inh	Runt-CBFb FRET	14-3-3 Bad PPI	FXIIa inh 1536	FXIa inh	Wee1 degr inh	Runt-SMMHC FRET	Hck-Nef inh
N#Cc1c(-c2ccccc2)cc(-c2ccccc2)nc1SCC(=O)NCC(=O)O	3	-6	12	5	10	-3	-3	2	6
Cc1nc2oc3ccccc3c(=O)c2c(=O)n1Cc1ccccc1	6	-17	0	14	13	4	4	2	2
CCOC(=O)c1c(Cc2ccc(Cl)cc2)c[nH]c1C	-7	-9	-2	-10	-2	-5	1	-2	0
CCOC(CNC(=O)c1ccc2c(c1)nc(C)n2-c1cccc(F)c1)OCC	-1	-6	-5	3[fluorescence artefact?]	12	6	4	3	-1

Screening data from PubChem.
